High-throughput results (PubChem BioAssay)
AHR act: activators of human aryl hydrocarbon receptor; actives 2.5% (n = 320,000); activation, % at 5 µM; AHR-responsive luciferase reporter cells, luminescence; P35869; in the data active means activation above about 47%;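 further: 0% = vehicle wells and 100% = reference agonist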
Target sequence (P35869 whole entry, looked up): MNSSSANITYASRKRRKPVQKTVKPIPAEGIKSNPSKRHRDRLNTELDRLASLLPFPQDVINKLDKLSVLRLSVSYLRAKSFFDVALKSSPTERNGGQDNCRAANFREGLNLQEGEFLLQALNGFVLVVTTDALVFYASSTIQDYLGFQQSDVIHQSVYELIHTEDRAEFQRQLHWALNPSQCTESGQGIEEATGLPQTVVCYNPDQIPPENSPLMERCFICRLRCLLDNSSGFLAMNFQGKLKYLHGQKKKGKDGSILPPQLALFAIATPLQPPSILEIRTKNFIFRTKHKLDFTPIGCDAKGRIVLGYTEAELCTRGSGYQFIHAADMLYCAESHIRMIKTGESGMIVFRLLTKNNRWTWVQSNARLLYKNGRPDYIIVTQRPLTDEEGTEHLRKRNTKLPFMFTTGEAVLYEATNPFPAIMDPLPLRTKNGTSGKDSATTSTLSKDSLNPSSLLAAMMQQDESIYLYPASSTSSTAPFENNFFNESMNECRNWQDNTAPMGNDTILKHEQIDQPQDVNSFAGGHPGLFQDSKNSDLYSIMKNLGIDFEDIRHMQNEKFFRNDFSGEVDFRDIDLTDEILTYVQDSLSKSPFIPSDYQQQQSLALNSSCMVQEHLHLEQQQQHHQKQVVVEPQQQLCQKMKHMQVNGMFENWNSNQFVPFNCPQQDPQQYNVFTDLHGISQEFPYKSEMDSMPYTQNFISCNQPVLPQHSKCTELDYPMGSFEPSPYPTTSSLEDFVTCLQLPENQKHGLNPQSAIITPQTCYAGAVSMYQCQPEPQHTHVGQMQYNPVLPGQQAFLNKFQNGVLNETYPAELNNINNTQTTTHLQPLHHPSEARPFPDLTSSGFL
Efflux pump mplx: inhibitors of Candida antifungal efflux pumps expressed in yeast; S. cerevisiae Candida pump triplex, Nile Red efflux; inhibition, % at 10 µM; actives 0.44% (n = 330,000); AID 485275;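 active means plate passing quality check with inhibition over a set limit, or well fluorescence over plate mean plus 4 SD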;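 further: Nile Red retained in pooled yeast measured as flow cytometry median fluorescence; 0% = buffer negative control and 100% = Enniatin B positive control; higher means more Nile Red kept so more efflux inhibition; some compounds called inactive have numbers as strong as hits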
MEP2-GFP yeast: yeast TOR pathway MEP2-GFP modulation | S. cerevisiae MEP2-GFP strain, flow cytometry GFP, 3 h; 100% = DMSO control level | GFP response vs DMSO, % at 10 µM | actives 0.51% (n = 330,000);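 active means GFP response versus DMSO above a set limit, roughly screen mean plus 3 SD, cut at about 180% in these data; inconclusive means fewer than 70 cells counted for a yeast strain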;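 further: median GFP fluorescence of the barcode-gated MEP2-GFP cells per well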
CIT2 TOR yeast: yeast TOR pathway CIT2-GFP modulation; S. cerevisiae CIT2-GFP strain, flow cytometry, 3 h; 100 means same as DMSO wells; GFP response vs DMSO, % at 10 µM; actives 0.065% (n = 320,000); AID 2029;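 active means GFP response relative to DMSO above a set limit, near the screen mean plus 3 SD, cut at about 150% in these data; inconclusive means Fewer than 70 cells measured for a yeast strain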;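 further: ratio of well median GFP fluorescence to mean of DMSO wells on the plate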
LAP4 TOR yeast: alters LAP4-GFP fluorescence in TOR pathway yeast screen; S. cerevisiae LAP4-GFP multiplex, flow cytometry GFP, 3 h; median GFP as percent of DMSO wells; GFP response vs DMSO, % at 10 µM; actives 0.34% (n = 320,000);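 active means GFP response vs DMSO above a set limit, about the screen mean plus 3 SD, cut at about 150% in these data; inconclusive means under 70 cell events counted for the yeast strain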
Yeast superoxide: caloric restriction mimetics inhibiting age-related superoxide in yeast. actives 0.18% (n = 330,000). S. cerevisiae aged cells, superoxide DHE fluorescence; stronger effect = lower value. superoxide response (% of plate mean), % at 10 µM;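 active means superoxide response under a set limit, about three screen SD below normal, cut at about 65% in these data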;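 further: yeast aged for seven days with compound at 30 °C before DHE staining; 100% = average MFI of all compound-treated wells on the plate with controls excluded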
AGP1-GFP MLPCN: yeast TOR pathway AGP1-GFP modulation; S. cerevisiae AGP1-GFP multiplex flow cytometry, 3 h; GFP as percent of DMSO wells; GFP response vs DMSO, % at 10 µM; actives 0.02% (n = 320,000);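 active means GFP response relative to DMSO above a set limit, near screen average plus 3 SD, cut at about 150% in these data; inconclusive means fewer than 70 cells counted for the yeast strain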;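 further: median GFP channel fluorescence of the gated AGP1 strain per well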
RPL19A TOR yeast: yeast TOR pathway RPL19A-GFP modulation; S. cerevisiae RPL19A-GFP strain, flow cytometry, 3 h; stronger effect = lower value; percent response vs DMSO, % at 10 µM; actives 0.3% (n = 330,000);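 active means percent response vs DMSO below 50%; inconclusive means fewer than 70 events counted for the yeast strain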;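 further: median channel GFP fluorescence of the barcoded RPL19A-GFP strain; ratio of sample median GFP to plate DMSO average so 100% = DMSO; lower means less RPL19A-GFP as with rapamycin TOR inhibition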
* hit, by the source's call; ? = inconclusive; nt = no result given; [ ] = dose if it differs, or a comment.

SMILES	AHR act	Efflux pump mplx	MEP2-GFP yeast	CIT2 TOR yeast	LAP4 TOR yeast	Yeast superoxide	AGP1-GFP MLPCN	RPL19A TOR yeast
O=C(Nc1ccc(Cl)cc1)NC1(C(=O)NCCCN2CCOCC2)CCCCC1	2	0.0	99	96	100	106	99	99
COc1ccc(C(CNC(=O)C(=O)Nc2ccc3c(c2)OCO3)N2CCN(C)CC2)cc1 (configuration not stated)	-1	0.0	103	91	103	94	87	88
Cc1nn(Cc2ccc(Cl)cc2)c(C)c1NC(=O)c1c(-c2ccccc2)noc1C	1	0.1	99	97	99	83	104	99
Cc1ccc(C(=O)OCC(=O)NCCC2=CCCCC2)s1	1	0.1	104	96	101	108	99	103
CC12CCC(C/C1=N\OC(=O)c1ccc(F)cc1)C2(C)C (configuration not stated)	0	0.2	101	101	104	108	93	101
O=c1[nH]c(CSc2ncnc3sccc23)nc2cc(C(F)(F)F)ccc12	15	0.1	103	102	121	90	112	103
O=C(NNC(=O)C1CC1)c1cc(=O)[nH]c2ccccc12	5	-0.2	109	103	124	112	110	104
O=C(CCn1c(=O)c2cccn2c2cccnc21)N1CCN(c2cccc(Cl)c2)CC1	9	0.0	103	100	126	119	104	103
COc1cc2c(cc1OC)C1=NC(=O)CN1C(SCc1ccccc1C)=N2	2	0.1	91	nt	87	90	94	94
O=C(CN1CCCCC1)N1CCN(S(=O)(=O)c2ccccc2)C1	0	-0.1	97	104	100	96	99	98
Cc1[nH]c(=S)c(C#N)c(C)c1Cc1ccccc1	1	0.0	98	93	104	109	97	94
Clc1cccc(CN2CCN(Cc3ccco3)CC2)c1	2	0.5	106	99	94	106	99	103
CCC(C)(C)NC(=O)C1CCCN(S(=O)(=O)c2ccc3c(c2)CC(C)N3C(=O)C2CC2)C1 (configuration not stated)	1	-0.1	89	105	87	101	88	93
Cc1ccc(CN2C(=O)CCC2C(=O)NCCc2ccccc2)cc1 (configuration not stated)	2	-0.1	110	104	100	100	101	104
CCCOc1ccccc1/C=C1\SC(N)=NC1=O	nt	0.3	114	109	100	91	101	109
Cc1cc(Br)ccc1OCCn1ccnc1	20	-0.1	106	113	93	105	103	102
Cc1nc2ccccc2c2oc(C(=O)N3CCCC(C)C3)cc12 (configuration not stated)	13	0.1	102	96	99	101	95	100
Cc1c(C(=O)N2CCCCC2C)sc2nc3n(c(=O)c12)CCC3 (configuration not stated)	1	0.0	101	99	103	126	102	99
CN(Cc1ccccc1)C(=O)C1CCN(S(=O)(=O)c2ccc(-n3cnnn3)cc2)CC1	-1	0.1	106	104	96	91	102	101
O=C(CCCc1c[nH]c2ccccc12)N[C@@H](Cc1c[nH]c2ccccc12)C(=O)O	5	-0.2	106	101	96	95	98	101
CCCCC(=O)Nc1ccccc1Oc1ccccc1	1	0.0	96	93	95	84	97	102
COCCCNc1nc(N)c([N+](=O)[O-])c(NC2CCCCC2)n1	1	0.0	105	98	nt	105	100	99
CC1(C)OC(=O)C=C[C@]2(C)[C@H]3CC[C@@]4(C)[C@H](C(=O)O)OC(=O)[C@H]5O[C@]54[C@]3(C)C(=O)C[C@@H]12	-1	-0.3	97	101	100	90	99	97
Cc1cccnc1CNC(=O)C1CCC(=O)N(CCc2cccc(F)c2)C1 (configuration not stated)	1	0.0	103	105	90	109	103	99
CCCCNC(=O)Nc1ccc(C2SCCS2)cc1	9	0.0	114	108	115	92	113	103
Cc1cccc(C)c1NC(=O)c1cccc2c1-c1ccccc1C2=O	1	-0.3	97	93	102	103	99	96
CCCCOc1cccc(C(=O)N(Cc2ccccc2)C2CCS(=O)(=O)C2)c1 (configuration not stated)	2	0.1	109	108	106	113	105	106
Cc1ccc(/C([O-])=C(/C(=S)NCc2ccco2)[n+]2ccccc2)cc1	3	0.0	97	nt	102	107	96	94
Cc1sc(NC(=O)c2c(F)cccc2F)nc1-c1ccccc1	65*	0.4	107	102	104	100	98	106
C=CCNC(=S)NNC(=O)CC12CC3CC(CC(C3)C1)C2	3	0.2	101	99	113	108	110	105

Three entries drawn at random from those above, as already listed:
SMILES	AHR act	Efflux pump mplx	MEP2-GFP yeast	CIT2 TOR yeast	LAP4 TOR yeast	Yeast superoxide	AGP1-GFP MLPCN	RPL19A TOR yeast
CCCCNC(=O)Nc1ccc(C2SCCS2)cc1	9	0.0	114	108	115	92	113	103
CN(Cc1ccccc1)C(=O)C1CCN(S(=O)(=O)c2ccc(-n3cnnn3)cc2)CC1	-1	0.1	106	104	96	91	102	101
C=CCNC(=S)NNC(=O)CC12CC3CC(CC(C3)C1)C2	3	0.2	101	99	113	108	110	105

Continuation.
SMILES	AHR act	Efflux pump mplx	MEP2-GFP yeast	CIT2 TOR yeast	LAP4 TOR yeast	Yeast superoxide	AGP1-GFP MLPCN	RPL19A TOR yeast
CCOC(=O)C1CCN(CC(O)COc2ccc(C(C)(C)C)cc2)CC1 (configuration not stated)	1	0.2	93	94	91	90	86	90
CC(=O)Nc1cccc(Oc2cc(C#N)c(C#N)cc2N2CCOCC2)c1	2	-0.1	105	95	102	102	97	97
CC(OC(=O)c1cc(=O)[nH]c2ccccc12)C(=O)NC1CCCCC1C (configuration not stated)	9	0.1	97	90	96	106	96	96
Cn1cnnc1SCC(=O)Nc1ccccc1Oc1ccccc1	5	-0.2	102	111	103	101	102	98
O=C(COc1ccccc1Cl)Nc1ccc(N2CCN(C(=O)c3ccccc3)CC2)cc1	-9	0.3	96	88	89	121	99	94
O=C(C1CCN(c2nnc(N3CCCC3=O)s2)CC1)N1CCN(c2cccc(C(F)(F)F)c2)CC1	-1	0.0	111	101	90	89	92	98
COCCOC(=O)c1c(C)oc2ccc(OS(C)(=O)=O)cc12	0	0.1	106	110	103	97	97	109
COc1ccc(C(=O)OCC(=O)NC(=O)NCc2ccccc2)cc1[N+](=O)[O-]	-1	-0.1	116	113	115	135	98	100
Cc1cc(NC(=O)CN(C)CC(=O)Nc2ccc(F)c(F)c2F)no1	0	0.1	98	107	86	158	97	95
Cc1ccc(-n2ncc(Cl)c2C(=O)NC2CC2)cc1	90*	0.3	95	91	98	103	88	98
CCOc1ccccc1NC(=O)c1ccc([N+](=O)[O-])cc1	41	-0.1	72	96	106	98	88	97
COc1ccc(C(=O)Nc2ccc3c(c2)OCCO3)cc1	-7	-0.1	93	nt	101	111	85	92
CCOC(=O)N1CCC(NC(=O)Cn2ncc3c2-c2cc(C)ccc2OC3)CC1	-1	0.1	99	117	99	89	113	110
Cc1cc(C(=O)OCC(N)=O)c(C)n1-c1ccccc1	9	0.1	95	82	109	116	98	100
Cc1cc(C)c(NS(=O)(=O)c2ccc(NC(=O)c3cccs3)cc2)c(C)c1	5	-0.1	105	104	86	116	91	99
O=C(NC1CCCC1)C(c1ccncc1)N(Cc1ccccc1F)C(=O)c1csnn1 (configuration not stated)	1	-0.2	100	97	87	113	99	105
O=C(NCCCn1ccnc1)c1ccc(-c2cccc(Cl)c2Cl)o1	38	0.3	91	81	85	105	91	93
O=C(NCC1CCCN1S(=O)(=O)c1cccs1)c1ccc([N+](=O)[O-])cc1 (configuration not stated)	-3	0.1	91	91	91	89	102	91
COc1ccc(OC)c(S(=O)(=O)Nc2cccc(F)c2)c1	1	0.1	100	94	98	122	101	98
CC(=O)N1N=C(c2ccc(Br)cc2)OC12CCCC2	-3	0.0	96	90	105	101	103	94
Cc1ccc(S(=O)(=O)N2CCN(C(=O)COC(=O)c3c(C)noc3C)CC2)c(C)c1	1	0.0	111	112	102	107	112	108
CCOc1ccc(NC(=O)CCN2CCN(S(=O)(=O)c3ccc(Cl)cc3)CC2)cc1	-1	0.1	102	94	96	110	102	96
CCOC(=O)c1cc2nc(-c3ccccc3)cc(C)n2n1	1	0.0	105	103	100	92	103	107
Cc1nnc2ccc(-c3cccc(NS(C)(=O)=O)c3)nn12	3	0.0	104	113	97	88	100	103
CCOC(=O)CCP(=O)(O)C(O)c1ccccc1 (configuration not stated)	-1	0.0	106	113	100	92	104	101
N#CC(C#N)=C1c2cc(S(=O)(=O)NCCO)ccc2-c2ccc(S(=O)(=O)NCCO)cc21	1	-0.1	104	112	99	104	101	107
COc1cc(C)c(Cl)c(C)c1S(=O)(=O)NCc1ccc2c(c1)OCO2	6	-0.1	99	89	96	96	102	100
CC(C#N)Sc1ncnc2sc(-c3ccccc3)cc12 (configuration not stated)	24	0.4	105	91	110	116	95	101
O=C(Nc1ccccc1-c1ccccc1)c1cnccn1	-1	0.0	109	112	92	94	99	92
CC(=O)Nc1c([N+](=O)[O-])cc2[nH]c(=O)[nH]c2c1[N+](=O)[O-]	3	0.1	94	88	94	100	100	96
O=C(O)c1sccc1Oc1ccc(F)cc1[N+](=O)[O-]	1	-0.1	80	81	85	86	nt	94
O=C(CCc1nnc2n(Cc3ccc(F)cc3)c(=O)c3ccccc3n12)NCCCN1CCOCC1	3	0.0	107	99	102	90	100	104
CCCN(CC(=O)Nc1ccc(Cl)cc1Cl)C(=O)/C=C/c1cc(OC)ccc1OC	19	-0.1	98	94	92	101	91	100
O=C(c1cccs1)N1CCC(c2nc(-c3ccc(S(=O)(=O)N4CCOCC4)cc3)no2)CC1	-1	0.2	105	106	99	113	112	113
CC1(C)C2CCC1(CS(=O)(=O)NCc1ccc(Cl)cc1Cl)C(=O)C2 (configuration not stated)	2	-0.1	89	99	98	92	101	98
CCN1C(C#N)=C(C#N)N=C(C)CC1(C)C	2	-0.1	100	103	101	104	99	102
Cc1c(NC(=O)COC(=O)/C=C/c2ccccc2Br)c(=O)n(-c2ccccc2)n1C	0	-0.1	100	102	95	82	110	104
COc1ccc(-c2nc(N)n(C(=O)c3ccc(C)cc3)n2)cc1	5	0.1	107	104	104	98	102	107
O=C(Nc1cccc(S(=O)(=O)NC2=NCCC2)c1)c1ccc(F)cc1	1	0.0	?	?	?	86	?	?
CN(c1ccccc1)S(=O)(=O)c1ccc(C(=O)NCc2ccccc2F)cc1	-1	-0.1	105	104	103	91	105	101
Cc1cc(O)ccc1NC(=O)c1ccccc1	-1	0.0	108	104	105	94	107	103
CC(=O)C1=C(O)C(=O)N(c2ccc(Br)cn2)C1c1ccc(Br)cc1 (configuration not stated)	-3	-0.1	96	86	108	100	97	98
O=C(O)c1c[nH]c2ccc(S(=O)(=O)N3CCN(c4ccc(F)cc4)CC3)cc2c1=O	3	0.1	99	110	97	96	94	95
COc1cc(NC(=S)N2CCC(C(N)=O)CC2)cc(OC)c1	13	-0.1	109	114	97	92	113	111
CN(C)c1nc2c(c(=O)n(C)c(=O)n2C)n1CC(=O)c1cccs1	2	0.2	103	94	91	97	104	99
O=C(CCNC(=O)c1ccco1)Nc1ccc(Cl)c(C(F)(F)F)c1	4	0.1	106	100	90	94	96	99
O=C(NC1CCCCCC1)c1c(F)c(F)c(F)c(F)c1F	4	-0.1	97	92	89[may fluoresce violet]	89	99	58[may fluoresce violet]
CN(C)c1ccc(C2OC(=O)C3(CCCC3)C(=O)C2(C)C)cc1 (configuration not stated)	7	0.1	100	95	100	105	97	102
Cc1cccc(C)c1NC(=S)N1CC(C)OC(C)C1 (configuration not stated)	2	-0.1	102	107	119	91	112	101
O=C(Nc1ccc(Cl)cc1)N1CCC(c2nc(-c3ccc(F)cc3)no2)CC1	3	0.4	102	89	118	124	93	100
O=C(Cn1nc(C(=O)O)c2ccccc2c1=O)Nc1cccc(S(=O)(=O)N2CCOCC2)c1	-1	-0.1	99	106	101	109	105	98
